Assay outcomes as filed in PubChem BioAssay.
TWEAK-Fn14 inh – TWEAK-Fn14 signaling inhibition; 360,000 tested, 2% active; inhibition, % at 10 µM; TWEAK-stimulated Fn14 reporter cells, luciferase luminescence, 8 h; in the data active means inhibition above about 50%
NR2E3 ag-1 – human photoreceptor-specific nuclear receptor agonism | Q9Y5X4 | inhibition of corepressor binding, % at 3.98 µM | 360,000 tested, 0.35% active | AID 602229 | CHO-S Gal4-NCOR/VP16-NR2E3 two-hybrid, luciferase;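 active means inhibition above the mean of all tested compounds plus 3 SD, cut at about 70% in these data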;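 further: 0% = DMSO with NR2E3 transfected cells and 100% = cells lacking NR2E3 construct; higher means lower luciferase signal from less NR2E3 corepressor binding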
Target sequence (Q9Y5X4 whole entry, looked up, the tested form may be a part): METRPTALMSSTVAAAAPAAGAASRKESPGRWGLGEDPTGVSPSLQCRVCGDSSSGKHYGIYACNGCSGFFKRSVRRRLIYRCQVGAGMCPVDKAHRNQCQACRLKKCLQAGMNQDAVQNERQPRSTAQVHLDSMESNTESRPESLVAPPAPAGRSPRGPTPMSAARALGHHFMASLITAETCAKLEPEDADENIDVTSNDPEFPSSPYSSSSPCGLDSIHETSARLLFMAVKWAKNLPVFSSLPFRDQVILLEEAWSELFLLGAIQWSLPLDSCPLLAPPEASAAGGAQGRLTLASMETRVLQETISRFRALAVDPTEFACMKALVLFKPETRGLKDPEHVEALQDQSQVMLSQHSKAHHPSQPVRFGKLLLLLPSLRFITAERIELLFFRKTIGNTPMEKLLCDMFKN
HIF-2a block – inhibitors of HIF-2a; 360,000 tested, 0.72% active; 786-0 RCC cells HIF-2a reporter, luciferase luminescence, overnight; AID 624352; inhibition, % at 18.8 µM;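 active means inhibition of the luminescence signal of 40% or more relative to plate controls, in a single-dose primary screen at 18.75 µM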
NR2E3 ag-2 – NR2E3 (human) agonism; GST-NR2E3/biotin-RetCOR TR-FRET, 1536-well; inhibition of corepressor binding, % at 4.78 µM; 320,000 tested, 0.12% active; AID 2300;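 active means percent inhibition above the cutoff of mean plus 3 SD of all tested compounds, set per screening campaign, cut at about 20% in these data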;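 further: 0% = DMSO wells and 100% = biotin wells as full block of FRET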
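System: GST-tagged NR2E3 plus biotinylated RetCOR corepressor; Amount: 1.35 nM GST-tagged NR2E3 final; Dosing: single nominal compound dose of 4.8 µM; Schedule: 5 h incubation at 4 °C; Technique: TR-FRET with europium anti-GST and streptavidin-D2, 340 nm excitation; Controls: biotin wells as high control, 0.6% DMSO wells as low control.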
CF NFkB block – blocks PAF-induced NF-kB reporter in cystic fibrosis cells; 360,000 tested, 0.86% active; KKLEB NF-kB-GFP reporter, GFP fluorescence overnight; inhibition, % at 5 µM;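 active means at least 50% inhibition at 5 µM, scaled per plate between neutral and stimulator controls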;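 further: PAF is a Pseudomonas aeruginosa culture filtrate used as stimulus; plate controls were PAF-stimulated DMSO wells for no effect and unstimulated DMSO wells for full effect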
Shn3 3UTR inh – reduces Shn3 3'UTR luciferase signal in osteoblasts | Clone20 osteoblast Shn3 3'UTR firefly luciferase, 24 h | 360,000 tested, 0.52% active | inhibition, % at 12.5 µM;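 active means mean inhibition of at least 75% with every replicate also reaching 75%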;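 further: 0% = median of neutral control wells and 100% = pilot-screen positive control compound; some compounds past the cut are filed as inactive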
Peg3 promoter – reduces Peg3 promoter-driven luciferase expression in HeLa. HeLa PEG-Prom luciferase reporter, luminescence, overnight. inhibition, % at 20 µM. 360,000 tested, 1.7% active. AID 588405;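 active means inhibition of at least 50% at 20 µM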
TROY NFkB inh – blocks TROY-dependent signaling in reporter cells; AID 1347056; inhibition, % at 10 µM; 360,000 tested, 0.98% active; Q293 LMP1-TROYcd NF-kB luciferase reporter, 4 h;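 active means compounds whose plate-normalised and pattern-corrected inhibition of the luciferase reporter signal at the single screening dose is 50% or more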
C8 TRAIL sens – caspase-8 TRAIL sensitization; NB7+C8 cells + TRAIL, ATPlite viability luminescence; inhibition (viability loss, TRAIL sensitization), % at 10 µM; 360,000 tested, 1% active;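 active means compounds causing at least 50% loss of cell viability in the single-dose screen, relative to plate controls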
KKLEB cytotox – reduces viability of KKLEB cystic fibrosis airway cells; 360,000 tested, 0.36% active; KKLEB CF airway cells viability, ATPlite luminescence, overnight; active compounds read low; cells stimulated with P. aeruginosa culture filtrate; AID 602141; activity change (cytotoxicity), % at 5 µM;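 active means corrected activity change at or below -50% at 5 µM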
MITF TRPM1 inh – inhibitors of MITF-driven TRPM1 promoter in melanoma cells; 330,000 tested, 0.83% active; inhibition, % at 12.5 µM; SK-MEL-5 TRPM1 promoter luciferase, 24 h;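 active means mean inhibition across replicates of 60% or more, whatever share of single replicates reaches that level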; further: values of inactives mirror those of a sister screen read the other way
The depositor's hits bear a star; · = not tested or not shown. Not all compounds are listed. The share of hits here may be higher or lower than overall.

SMILES	TWEAK-Fn14 inh	NR2E3 ag-1	HIF-2a block	NR2E3 ag-2	CF NFkB block	Shn3 3UTR inh	Peg3 promoter	TROY NFkB inh	C8 TRAIL sens	KKLEB cytotox	MITF TRPM1 inh
Cc1ccc(NC(=O)COC(=O)/C=C/c2ccccc2)cc1S(=O)(=O)N1CCOCC1	-7.3	-27.1	17.4	2.2	3.6	5.2	6.5	-17.6	-0.9	-5.4	-1.6
Cc1c(/C=N\NC(=O)c2csc3ccccc23)cnn1C	-7.6	-18.7	-120.1	5.0	3.7	-23.4	-90.1	-68.1	5.9	-3.3	-29.0
COc1ccc(/C=C2\SC(=NCc3ccccc3)NC2=O)cc1	14.3	2.5	-19.2	0.3	31.5	-25.0	-18.7	6.5	2.1	-39.2	1.7
CCc1c(C)sc(NC(=O)OC)c1C(=O)N1CCOCC1	9.9	-9.8	0.5	-0.1	-7.6	17.3	7.7	-4.4	-1.4	2.1	8.1
Cc1ccccc1NC(=O)Nc1nc(CN)cs1	7.8	-7.0	8.3	·	-20.7	-3.5	-2.1	9.6	-3.0	7.4	·
COc1cc(NC(=O)COC(=O)CSc2ccc3ccccc3c2)c(C)cc1[N+](=O)[O-]	2.7	-30.5	22.0	4.9	7.8	-2.6	-0.7	19.6	-3.7	-4.3	6.2
CCN(CC(=O)Nc1c(F)cccc1F)C(=O)c1cccc(S(=O)(=O)N2CCCCCC2)c1	5.4	6.4	8.8	7.4	1.8	4.7	17.3	5.3	-10.1	13.1	12.7
O=C(N/N=C/c1ccccn1)c1cc([N+](=O)[O-])cc([N+](=O)[O-])c1	-39.1	-7.2	14.4	5.9	-4.8	-4.9	12.2	-10.4	-5.9	-5.6	67.4*
CC(=O)c1cccc(NC(=O)C2CCCN(S(C)(=O)=O)C2)c1 (stereo not drawn)	6.9	15.8	-3.3	-0.9	-24.8	-11.7	2.8	-9.6	-25.4	7.0	11.7
N#Cc1ccc(C23CC4CC(CC(C4)C2)C3)[nH]c1=O	15.3	6.2	8.3	-1.5	4.9	6.8	9.4	11.0	-8.0	-5.5	9.5
C/C(=N\Nc1nccnc1Cl)c1ccc(F)cc1	-33.2	-93.9	-158.8	5.4	5.8	-27.1	-169.2	-32.9	2.2	8.2	-61.3
COc1ccc(CNC(=O)CCCN2C(=O)NC3(CCCC3)C2=O)cc1	0.6	-14.2	1.8	0.4	5.1	-5.1	8.5	-14.1	-0.2	0.5	-0.3
COc1ccc(NC(=O)C(CC(=O)O)C(C)c2ccccc2)cc1 (stereo not drawn)	-5.1	-4.0	14.9	4.8	8.6	14.1	16.0	-2.3	-11.7	0.1	-0.1
COc1ccc2cc(CO)c(Cl)nc2c1	1.4	3.6	9.2	5.6	13.8	-2.6	0.3	-12.9	-3.0	-1.9	7.7
CC(=O)Nc1nnc(Cc2c[nH]c3ccccc23)s1	-3.5	14.8	3.0	0.6	-4.9	7.1	0.6	7.7	-3.7	1.4	3.5
Cc1nc(N2CCN(S(=O)(=O)c3ccc(F)cc3)CC2)c2c(C)c(C)sc2n1	5.0	-4.0	1.8	4.4	-18.1	18.0	20.6	-4.3	-1.3	11.1	5.6
COc1ccc(-c2ccc(SCC(=O)N3CCOCC3)nn2)cc1OC	0.4	-21.0	-8.7	-0.1	3.1	-7.4	-1.7	-1.8	5.6	-0.5	-2.0
CCCOCC(O)COc1ccccc1C(=O)N1CCOCC1 (stereo not drawn)	-21.3	-27.0	7.8	0.1	-13.6	1.5	-1.1	20.5	1.5	1.5	14.8
CCOc1ccc(NC(=O)CN(C)CC(=O)Nc2cccc(Cl)c2C)cc1OCC	5.1	14.4	6.5	1.3	12.8	6.3	23.3	-5.5	4.6	-6.5	-3.2
CCOC(=O)c1cc(OCC)c2c(ccc3ccccc32)n1	-52.3	21.7	-2.5	·	-26.1	11.3	-0.2	-46.2	11.8	5.6	·
Cn1c(=O)c2ncn(C)c2n(C)c1=O	8.2	-4.6	5.2	·	-23.3	-16.2	7.6	-8.3	-9.9	7.9	7.6
COc1ccc(/C=C/C(=O)c2ccc3c(c2)OCO3)cc1OC	-26.5	-10.3	-34.8	0.9	-19.0	2.2	-23.7	-41.8	1.7	-8.6	·
COc1cc(CN2CCCC(CO)(Cc3cccc(Cl)c3)C2)cc2c1OCO2 (stereo not drawn)	-16.2	-26.6	8.0	0.1	17.9	14.1	8.5	14.4	16.9	-22.8	10.7
N#Cc1cc(S(=O)(=O)c2ccc(F)cc2)c(N)[nH]c1=O	-4.3	-0.1	17.9	1.0	15.4	21.0	1.1	-15.3	-6.4	3.5	4.1
Cc1cnc(CNC(=O)c2ccc(OC3CCN(C(=O)C4CC4)CC3)cc2)cn1	-15.2	12.7	-1.2	-2.3	-16.4	1.9	-16.0	-4.1	-4.5	3.7	5.4
CCc1ccc(-c2ccc(SCC(=O)Nc3nnc(C)s3)nn2)cc1	-5.5	-10.5	-203.7	0.6	-12.6	-90.0	-278.6	-40.3	75.5*	-36.3	-30.6
COC(=O)c1cc(COC(=O)c2ccc(OC)c(S(=O)(=O)N3CCCC3)c2)oc1C	23.1	15.9	21.9	·	-2.0	5.2	19.9	·	-2.8	-4.5	4.9
Clc1cc(Cl)c2nc(N3CCOCC3)sc2c1	-12.7	-68.4	-207.8	0.2	10.5	-84.4	-233.9	-82.6	5.2	3.9	-37.1
COc1ccc(/C=N/NC(=O)c2nonc2N)cc1OC	6.2	6.3	-35.2	0.7	-4.3	-19.0	-17.7	-39.7	-16.2	4.3	0.2
O=C(OCn1nnc2ccccc2c1=O)c1cc(-c2ccccc2Cl)nc2ccccc12	9.8	7.4	8.7	5.0	-12.0	17.8	7.3	-6.4	-3.0	18.8	-1.2

Random excerpt: two compounds from above
SMILES	TWEAK-Fn14 inh	NR2E3 ag-1	HIF-2a block	NR2E3 ag-2	CF NFkB block	Shn3 3UTR inh	Peg3 promoter	TROY NFkB inh	C8 TRAIL sens	KKLEB cytotox	MITF TRPM1 inh
COC(=O)c1cc(COC(=O)c2ccc(OC)c(S(=O)(=O)N3CCCC3)c2)oc1C	23.1	15.9	21.9	·	-2.0	5.2	19.9	·	-2.8	-4.5	4.9
CCc1ccc(-c2ccc(SCC(=O)Nc3nnc(C)s3)nn2)cc1	-5.5	-10.5	-203.7	0.6	-12.6	-90.0	-278.6	-40.3	75.5*	-36.3	-30.6

Further entries:
SMILES	TWEAK-Fn14 inh	NR2E3 ag-1	HIF-2a block	NR2E3 ag-2	CF NFkB block	Shn3 3UTR inh	Peg3 promoter	TROY NFkB inh	C8 TRAIL sens	KKLEB cytotox	MITF TRPM1 inh
CC(=O)/C=C(\C)Nc1ccccc1O	9.7	45.2	11.0	-2.0	-21.7	-16.7	3.0	-7.0	15.2	3.9	5.1
Nc1c(C(=O)CSc2nnc(-c3ccccc3)o2)c(=O)[nH]c(=O)n1C1CC1	-16.4	-7.2	10.6	3.9	-6.0	6.7	-10.5	-4.5	-0.6	16.8	·
COCCN(C(=O)c1cc(CN2C(=O)c3ccccc3C2=O)ccc1OC)c1c(N)n(CC(C)C)c(=O)[nH]c1=O	22.3	-10.7	5.4	·	-26.9	-22.5	-1.6	3.2	3.5	13.9	-4.6
Cc1cccc(-c2cc3nc(C)cc(NCCCN(C)C)n3n2)c1	-19.4	7.7	-42.1	1.4	-19.8	-12.6	-10.4	-32.1	-2.0	-9.8	-14.8
COc1ccc(CCNS(=O)(=O)c2cc3c(cc2C)NC(=O)CO3)cc1OC	5.9	-6.0	0.0	-1.5	-0.6	10.4	0.2	-13.1	9.6	-4.8	·
O=C(COC(=O)CCCNC(=O)c1ccc(Cl)cc1)Nc1cc(Cl)ccc1Cl	-32.7	-7.1	5.0	3.0	13.3	-24.3	13.9	-21.4	7.5	-6.6	-5.2
Cc1ccc(C(=O)O/N=C\c2ccc(N3CCCCC3)c([N+](=O)[O-])c2)cc1	31.6	13.9	-53.9	1.2	1.7	3.2	-51.6	·	2.0	-12.7	-9.8
CC(=O)c1ccc(NC(=O)COC(=O)c2c3c(nc4ccccc24)/C(=C\c2cccs2)CCC3)cc1	56.8*	-3.7	8.6	0.2	1.6	6.9	56.2*	15.6	13.3	-4.2	39.8
C/C=C(\C)C(=O)N1CC2(CC(c3cccc(NC(=O)COc4ccc(Cl)cc4)c3)=NO2)C[C@@H]1C(N)=O (stereo partly drawn)	-1.4	3.2	-16.4	1.5	5.0	-4.5	-19.8	-2.6	4.8	-2.0	2.9
Cc1ccccc1Nc1nc(-c2sc(NC(=O)c3ccco3)nc2C)cs1	-1.2	-18.3	-4.6	4.2	5.3	-1.6	-6.0	-6.8	-10.4	1.9	-7.7
CC(NC(=O)COC(=O)C1(C)CC1(Cl)Cl)c1ccccc1 (stereo not drawn)	-2.4	-2.2	6.0	1.7	-3.9	-3.1	9.3	-7.1	-12.4	-9.5	-13.1
Cc1nn2c(-c3ccccn3)ccnc2c1Cl	-10.4	-29.5	-7.4	-0.1	-11.2	-12.9	5.5	-3.9	-1.7	-2.1	0.7
COc1ccc(OCCC(=O)OCC(=O)NCc2ccccc2OC)cc1	8.0	-0.3	6.2	-0.7	3.8	-5.6	19.4	-6.9	-10.0	-17.9	-3.0
CCC(C(=O)Nc1ccc(OC)c(Cl)c1)c1ccccc1 (stereo not drawn)	23.6	-2.1	10.3	-5.0	-2.2	5.0	16.2	-3.9	0.4	6.8	-6.2
COc1ccc(CCNS(=O)(=O)c2cn(C)c(=O)n(C)c2=O)cc1OC	-23.9	-29.4	5.6	1.9	12.5	-9.0	2.9	-3.6	6.3	-4.0	·
CCCCC(=O)Nc1nnc(C)s1	8.2	-14.8	3.3	3.4	-14.5	-18.9	2.0	-6.0	-5.5	13.6	-2.9
CCCC[C@@H]1CNCCN1CCc1cccc(F)c1	-0.5	2.4	-0.2	-1.0	7.8	9.0	-1.5	-13.2	-0.4	-10.7	5.3
COc1ccc(NC(=O)CC2SC(N)=NC2=O)c([N+](=O)[O-])c1 (stereo not drawn)	-9.5	-11.6	-5.1	5.3	2.9	2.8	-12.1	2.4	-7.5	1.1	1.0
COCc1cc(C)nc(SCC(=O)Nc2ccc3c(c2)OCO3)c1C#N	-31.1	13.0	-67.5	-3.1	-12.9	12.3	-60.9	1.0	-15.0	3.6	7.9
COCc1n[nH]c(=S)n1-c1cccc2ccccc12	1.5	-0.7	11.5	-4.0	12.6	-0.4	16.7	4.3	-9.5	-5.2	20.7
Cc1nc(-c2cccnc2)sc1C(=O)N/N=C/c1ccccc1Cl	-10.3	-26.6	17.6	-2.3	-1.6	-20.6	27.8	13.3	-1.2	-13.6	-35.2
CC(=O)NCC(=O)N(Cc1ccco1)C1(C(=O)NC2CCCCC2)CCCCC1	0.9	-7.5	9.2	1.9	-24.7	6.6	-10.6	7.7	13.1	2.7	-1.7
Cc1ccsc1C(=O)OCC(=O)NCc1ccco1	10.4	4.5	-3.8	6.8	-2.2	-39.4	-8.7	-19.9	-7.1	-11.8	-12.6
COc1cc2c(cc1OC)-c1cc(NC3CCCC3)nc(=O)n1CC2	-18.2	-14.7	5.8	0.1	-9.5	-0.9	7.8	-17.0	-16.7	-3.0	-2.4

Copied from the list.
Cc1nc(-c2cccnc2)sc1C(=O)N/N=C/c1ccccc1Cl – Shn3 3UTR inh = -20.6
Cc1ccsc1C(=O)OCC(=O)NCc1ccco1 – CF NFkB block = -2.2
